LEDGF integ inh – blockers of LEDGF/p75-dependent integrase strand transfer – biochemical, TR-FRET, high throughput, primary screen. inhibition, % at 3.7 µM. 370,000 compounds, 0.64% hits. TR-FRET IN-LEDGF/p75 DNA integration, Eu/Cy5. HIV-1 integrase (with human LEDGF/p75);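 active = inhibition above the screen-wide mean plus 3 SD, cut at about 13% in these data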;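 also: signal is the Cy5 over europium emission ratio at 671 and 618 nm; 0% = plate median of compound wells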
ASAP1 inh – inhibitors of human ASAP1 ArfGAP activity, primary screen, biochemical, fluorescence polarization; Arf-GAP with SH3 domain, ANK repeat and PH domain-containing protein 1 (Homo sapiens), …; ASAP1-stimulated ARF1 GTP hydrolysis, GDP FP detection; AID 624377, 2012; inhibition, % at 16.5 µM; 360,000 compounds, 0.19% hits; in the data active = inhibition above about 25%;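 also: 0% = vehicle with enzyme and substrate and 100% = no enzyme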
KLK7 zymogen act – proKLK7 zymogen activators, primary screen, biochemical, fluorescence intensity. Kallikrein-7 (Homo sapiens), P49862. purified proKLK7, EDANS-DABCYL substrate fluorescence; 100% is mature enzyme control, 0% vehicle. activation, % at 7 µM. 370,000 compounds, 0.9% hits;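 active = activation above the mean of all tested compounds plus 3 SD, computed per campaign excluding outliers beyond control limits, cut at about 13% in these data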
ADAM17 inh – ADAM17 inhibitors, primary screen, biochemical, QFRET; AID 720648, 2013; 370,000 compounds, 0.83% hits; recombinant ADAM17, EDANS/DABCYL FRET peptide cleavage; Disintegrin and metalloproteinase domain-containing protein 17 (Homo sapiens), P78536; inhibition, % at 6.95 µM;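 active = inhibition above the mean of compounds lying between control limits plus 3 SD, set per campaign, cut at about 8.5% in these data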;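 also: 0% = DMSO-only wells as the low control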
ADAM10 inh – human ADAM10 inhibitors, primary screen, biochemical, QFRET, HTS. recombinant ADAM10, EDANS/DABCYL FRET peptide cleavage, 3 h. AID 720582, 2013. inhibition, % at 7 µM. 370,000 compounds, 0.62% hits;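 active = inhibition above a per-campaign cutoff equal to the mean of compounds falling between control-based bounds plus 3 SD, cut at about 20% in these data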;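 also: 0% = DMSO wells while the 100% control is not disclosed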
TDP2 inh – human TDP2 enzyme inhibitors, primary screen, biochemical, epi absorbance, recombinant enzyme; inhibition, % at 12.8 µM; T5PNP hydrolysis, p-nitrophenol absorbance 415 nm; AID 720702, 2013; 370,000 compounds, 0.34% hits;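 active = inhibition above the mean of all tested compounds plus 3 SD, set per campaign, cut at about 25% in these data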;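 also: 0% = DMSO with enzyme and 100% = buffer with substrate but no TDP2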
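System – recombinant human TDP2 · Quantity – TDP2 enzyme at 120 nM final · Doses – single concentration, 12.8 µM nominal, with 1% DMSO · Incubation – 2 h at 37 °C · Measured by – epi absorbance of p-nitrophenol freed from T5PNP by hydrolysis · Read-out – % inhibition relative to enzyme-containing and enzyme-free wells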
Tn6 DDE FP – inhibitors of Tn6 peptide binding to fibrin DD(E), primary screen, biochemical, fluorescence polarization, human fibrin, Tn6 probe | Fibrinogen beta chain (Homo sapiens), P02675 | Fibrin DD(E) TRITC-Tn6 fluorescence polarization displacement | inhibition, % at 8.3 µM | 370,000 compounds, 0.21% hits;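 active = inhibition above a per-campaign cutoff: mean of compounds within control limits plus 3 SD, cut at about 15% in these data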;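 also: 0% = median of all compound wells on the plate and 100% = blocking peptide control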
DDE Tn7 FP inh – inhibitors of Tn7 peptide binding to fibrin DD(E), primary screen, biochemical, fluorescence polarization, human fibrin, Tn7 probe | Fibrinogen beta chain (Homo sapiens), P02675 | FP displacement of FITC-Tn7 peptide from fibrin DD(E); 0% = median of compound wells per plate | inhibition, % at 8.3 µM | 370,000 compounds, 0.13% hits | AID 720508, 2013;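 active = inhibition above the mean of compounds falling within the control limits plus 3 SD of them, cut at about 14% in these data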;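 also: 0% = plate median of compound wells and 100% = 10 µM Aha-Tn7 peptide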
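Assay system: human fibrin DD(E). Input: DD(E) 2 µM final. Medium: Tris buffer with calcium and detergent, pH 7.8. Compound dosing: single point at 8.3 µM. Timing: 10 min plus 3 h, room temperature. Technique: fluorescence polarization of the labelled Tn7 tracer. Read-out: percent inhibition. Replicates: singlicate testing.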
PLC-gamma1 inh – PLC-gamma1 enzyme inhibitors, primary screen, biochemical, fluorescence, purified enzyme | 370,000 compounds, 0.84% hits | inhibition, % at 12.2 µM | fluorogenic substrate; in the data active = inhibition above about 9.5%
ARFGAP1 inh – inhibitors of rat ARFGAP1 GAP activity, primary screen, biochemical, fluorescence polarization, GDP tracer. 360,000 compounds, 0.26% hits. inhibition, % at 16.5 µM. ADP-ribosylation factor GTPase-activating protein 1 (Rattus norvegicus), Q62848. Arfgap1-stimulated ARF1 GTP hydrolysis, GDP FP detection. AID 651572, 2012;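 active = inhibition above a per-plate limit, mean inhibition of low control wells plus 3 SD, cut at about 25% in these data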;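 also: 0% = DMSO wells with enzyme and 100% = wells lacking Arfgap1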
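Material – truncated rat Arfgap1 GAP domain · Buffer or medium – HEPES-based buffer, pH 7.5 · Reagent – human ARF1(Δ1-17)-GTP substrate · Dosing – 16.5 µM single point, 1.26% DMSO · Schedule – GTP hydrolysis reaction 2 h at 25 °C · Technique – GDP detection by fluorescence polarization · Benchmarks – No-Arfgap1 wells (100%) versus DMSO full-reaction wells (0%) · Repeats – single replicate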
* = called active by the depositor.

SMILES	LEDGF integ inh	ASAP1 inh	KLK7 zymogen act	ADAM17 inh	ADAM10 inh	TDP2 inh	Tn6 DDE FP	DDE Tn7 FP inh	PLC-gamma1 inh	ARFGAP1 inh
CCC(=O)N1CCc2cc(S(=O)(=O)CCC(=O)NCc3cccs3)ccc21	-6	1	-0.3	-5	-4	-1	-4	9	-1	4
O=C(NC1CC(=O)N(c2cccc(F)c2)C1)C(=O)c1c[nH]c2ccccc12 (centres undefined)	-2	-5	-1.7	-1	6	-8	-3	2	-4	4
O=c1[nH]c(-c2ccccc2)nc(CN2CCCCC2)c1O	5	-1	0.8	-2	-4	7	6	5	-1	2
CC(C)OC(=O)CSc1nnc(-c2ccccn2)n1C	0	-10	-0.5	1	2	7	4	-6	8	7
Cc1ccc(C)c(C(=O)OCC(=O)NC(=O)NCc2ccccc2)c1	-2	-2	-0.4	0	4	2	3	-4	0	6
COc1ccc(CNC(=O)c2cc(COc3c(F)cccc3F)on2)cc1OC	1	-4	-0.4	4	16	-27	-1	-4	1	0
O=C(O)C1=C[C@@H](c2ccc(Br)cc2)C[C@@H](OCc2ccc(CO)cc2)O1	3	-7	-0.3	-5	-1	-6	5	-3	2	2
O=C1CN(C(=O)COC(=O)CCNS(=O)(=O)c2ccc(Cl)cc2)c2ccccc2N1	2	1	-0.2	-2	-3	7	2	-6	0	0
Cc1ccc(-n2c(O)cnc2Nc2nc(C)cc(C)n2)cc1	4	6	-0.4	3	2	-11	6	-7	2	8
COC(=O)C1=C(C(=O)OC)[C@@H]2N(C)c3ccccc3[C@@]23C[C@@H](C(=O)OC)N(C(=O)c2ccc(Br)cc2)C3=N1	0	-2	0.2	-4	-3	5	2	9	-2	-5
CC1=C(C#N)C(c2ccoc2)C(C(=O)OCc2ccccc2)=C(N)S1 (centres undefined)	-4	-2	-0.6	0	6	-7	-3	3	-7	1
O=C(COC(=O)CCC(=O)c1cccs1)Nc1ccccc1C(F)(F)F	4	-3	0.5	0	-5	2	-5	-5	1	-3
OCCOCCOc1ccc(-c2nn[nH]n2)cc1	17*	6	-0.1	0	3	-12	5	10	1	-7
FC(F)(F)c1cc(-c2cccs2)nc(NCc2ccco2)n1	-1	-4	-0.7	-7	-28	-5	4	6	-10	2
COc1ccc(NC(=O)C(c2ccc(OC)cc2)N(C)C(=O)CNC(C)=O)cc1 (centres undefined)	1	15	-0.5	-2	7	4	3	-2	2	-2
COc1ccc(NC2CC(=O)N(c3ccc(C(=O)O)cc3)C2=O)cc1 (centres undefined)	6	0	-1.4	-4	0	-5	2	-4	-7	2
Cc1nc(NC(=S)NC(=O)c2ccccc2)sc1C	-2	5	0.1	-5	0	-8	0	2	0	2
COc1cc(Nc2cc(C)nc3nc(C)nn23)cc(OC)c1OC	2	7	0.0	2	-2	7	-2	-2	0	1
Cc1ccc2c(c1)N(C(C)C(=O)NCc1ccccn1)C(=O)CO2 (centres undefined)	-1	1	-0.2	-4	3	2	5	5	-4	17
N#Cc1ccc(CN2CCN(C(=O)C3CC(=O)N(c4ccccc4F)C3)CC2)cc1 (centres undefined)	-1	-8	-0.8	-3	-4	13	8	-1	0	-3

Full records from above. Screens in order: LEDGF integ inh	ASAP1 inh	KLK7 zymogen act	ADAM17 inh	ADAM10 inh	TDP2 inh	Tn6 DDE FP	DDE Tn7 FP inh	PLC-gamma1 inh	ARFGAP1 inh
N#Cc1ccc(CN2CCN(C(=O)C3CC(=O)N(c4ccccc4F)C3)CC2)cc1 (centres undefined) is entered as -1	-8	-0.8	-3	-4	13	8	-1	0	-3
COc1cc(Nc2cc(C)nc3nc(C)nn23)cc(OC)c1OC is entered as 2	7	0.0	2	-2	7	-2	-2	0	1

New compounds follow:
SMILES	LEDGF integ inh	ASAP1 inh	KLK7 zymogen act	ADAM17 inh	ADAM10 inh	TDP2 inh	Tn6 DDE FP	DDE Tn7 FP inh	PLC-gamma1 inh	ARFGAP1 inh
CC(=O)C1CCC2C3CCC4CC(OC(=O)CCC(=O)O)CCC4(C)C3C(=O)CC12C (centres undefined)	4	-21	0.3	-1	1	-7	0	-2	-1	11
O=S(=O)(c1ccccc1)c1nc(-c2ccco2)oc1NCc1cccnc1	-4	-3	-1.0	-4	-10	-4	4	-2	-14	-6
CN1c2ccsc2C(O)=C(C(=S)Nc2ccccc2)S1(=O)=O	3	2	-0.9	-3	-6	6	-5	-4	-242	-7
COc1ccc(C2N(C(=O)c3ccccc3)CCN2C(=O)c2ccc(C)cc2)cc1 (centres undefined)	-1	-4	-0.2	1	3	2	2	-2	-10	11
Cc1occc1C(=O)Nc1cccc([N+](=O)[O-])c1	-4	11	-0.7	2	5	6	10	1	-1	-19
C/C(=N\NC(=O)c1c(C)nc2ccccn12)c1ccccc1F	4	1	-0.1	0	2	-1	8	5	1	2
O=C(NCc1cccnc1)c1csc2c1CCCC2	-1	2	-0.2	-4	-5	-2	1	2	4	2
O=C1NC(c2ccccc2)C(c2ccccc2)N1 (centres undefined)	-3	-1	-0.9	-2	-7	-3	-5	-2	0	10
COc1ccccc1N1CCN(Cc2cc(=O)c(OCC#N)co2)CC1	0	-3	0.1	-1	-8	7	-3	2	-1	-7
CN1C(=O)N(C)C2(c3ccccc3)N(C(C)(C)C)C(=O)NC12c1ccccc1 (centres undefined)	-1	11	0.0	-2	-5	7	-1	0	-31	10
Cc1cc(C)n(C(=O)CNC(=O)c2ccccc2F)n1	1	-7	0.2	4	-3	2	5	-6	3	4
O=C1NC(=O)C2C1C(c1cccs1)NN2Cc1ccccc1 (centres undefined)	-7	-8	-2.8	-11	-24	-6	4	2	-10	-4
O=C(COc1ncnc2scc(-c3ccc(F)cc3)c12)NCc1ccco1	-2	-12	0.2	-2	-2	-4	2	-6	-3	4
CN1CCN(Cc2nc(Cc3ccccc3)no2)CC1c1ccccc1 (centres undefined)	-3	-10	-0.4	-2	-3	-1	-6	2	0	-6
CCCCNC(=O)c1c(N)[nH]c(C(=O)c2ccccc2)c1-c1ccc(Cl)cc1	-1	-9	0.3	-6	-8	-4	7	8	-1	-14
COc1ccc(CN(CC2CCCO2)S(=O)(=O)c2ccc(C(=O)O)cc2)cc1OC (centres undefined)	-2	6	0.0	-2	-2	2	-6	6	-1	-6
Cn1nccc1C(=O)OCC(=O)Nc1cccc(Cl)c1	-7	7	-0.7	-1	-14	-11	9	0	-1	10
O=C(O)c1ccccc1C(=O)Nc1ccc(Oc2ccc3ccccc3c2)cc1	-2	2	-0.5	-2	5	5	-1	0	-2	-2
O=C(N/N=C/c1ccc[nH]1)c1ccc(Cl)cc1	3	-12	0.6	1	11	8	-10	-4	-15	5
COc1ccccc1-c1nn2c(=O)cc(C)nc2s1	4	1	-0.4	-11	-43	10	2	3	-7	-11
Cc1nc(-c2ccccc2)c(-c2ccccc2)[nH]1	-1	0	-0.3	-8	-11	1	-1	-3	0	4
CCc1nc(C)cn1S(=O)(=O)c1ccc(Br)cc1	-5	-10	-0.3	2	-2	-5	-5	-5	-2	5
O=C(CNCc1cccs1)Nc1ccc(S(=O)(=O)N2CCCCC2)cc1	-1	11	0.5	0	-2	10	0	12	-3	6
COc1cc(-c2nc(-c3cccnc3)no2)cc(OC)c1OC	4	-2	-0.2	0	5	-7	5	-8	1	1
CCCCCCCNC(=O)C1(CC2CC(c3cccc(Br)c3)=NO2)CCN(C(=O)OC(C)(C)C)CC1 (centres undefined)	0	5	0.5	4	11	-5	-2	-6	6	36*
CC(=O)N1CCN(C(=O)c2ccc(S(=O)(=O)Nc3ccccc3F)cc2)CC1	-1	0	0.0	-7	-9	4	-3	-3	2	-2
O=C(CSc1nc2ccccc2s1)NCc1ccc2c(c1)OCO2	4	-10	0.0	6	6	0	4	-4	4	5
O=C(CNC(=O)c1ccccc1Cl)Nc1ccncc1	-2	-6	0.0	3	-9	-7	7	5	-1	17
CCOC(=O)c1c(C)[nH]c(C(=O)NCCc2ccc(OC)c(OC)c2)c1C	2	8	-0.3	0	-2	15	-4	4	-5	4
CCSc1nc2ccccc2n1CC(=O)O	-2	4	-0.1	-1	1	3	-1	-4	0	-1
O=C(NCC1CCN(C(=O)c2ccc([N+](=O)[O-])cc2)CC1)C(=O)Nc1ccccc1	3	0	0.2	1	4	1	-6	-6	3	1
O=C(COC(=O)C1CC(O)CN1S(=O)(=O)c1ccccc1[N+](=O)[O-])c1ccc[nH]1 (centres undefined)	3	16	0.7	-1	-3	-3	-4	-3	-6	8
COc1ccc(/C(N)=N/OC(=O)Cc2ccccc2OC)cc1	0	-5	0.6	2	4	2	-1	9	1	-5
CC(C)(C)OC(=O)N[C@@H](COCc1ccccc1)C(=O)N[C@@H](CO)[C@H](O)[C@@H]1C[C@@H]1C(=O)NC1CC1	2	-4	0.1	-4	-10	-3	2	4	1	-8
O=C(Nc1ccnn1C1CCN(Cc2cccc(OCCO)c2)CC1)c1cccc(F)c1	1	5	-0.1	-4	-11	1	5	1	2	2
COCCOc1ccc(C(F)(F)F)cc1NC(=O)c1ccccc1F	-1	5	-1.0	-4	-7	4	2	2	-1	-1
Cc1cccc(-c2nc(CS(=O)CC(=O)NC3CCCC(C)C3C)c(C)o2)c1 (centres undefined)	0	10	0.0	0	-7	-5	-7	0	-4	-8

A different layout for 2 compounds above.
mol: O=C(COC(=O)C1CC(O)CN1S(=O)(=O)c1ccccc1[N+](=O)[O-])c1ccc[nH]1 (centres undefined)
  LEDGF integ inh = 3 | ASAP1 inh = 16 | KLK7 zymogen act = 0.7 | ADAM17 inh = -1 | ADAM10 inh = -3 | TDP2 inh = -3 | Tn6 DDE FP = -4 | DDE Tn7 FP inh = -3 | PLC-gamma1 inh = -6 | ARFGAP1 inh = 8
mol: COc1ccc(/C(N)=N/OC(=O)Cc2ccccc2OC)cc1
  LEDGF integ inh = 0 | ASAP1 inh = -5 | KLK7 zymogen act = 0.6 | ADAM17 inh = 2 | ADAM10 inh = 4 | TDP2 inh = 2 | Tn6 DDE FP = -1 | DDE Tn7 FP inh = 9 | PLC-gamma1 inh = 1 | ARFGAP1 inh = -5

Compound activity as filed in PubChem.
